Giardia kill: kills Giardia lamblia; AID 540267; Giardia lamblia trophozoite viability; activity change, % at 7.66 µM, hits read low; 0.15% of 340,000 active; in the data active = activity change below about -80%; inconclusive = between about -30% and that limit;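 also: parasites exposed to compound for two days anaerobically before the ATP read; % is scaled to controls: 0 for no effect and ±100 for the full control effect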
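Media and compound were dispensed first, then trophozoites at 100 cells/well; plates sat 48 hrs at 37 deg C without oxygen before ATP luminescence reagent was added and read after 15-30 min at room temperature.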
Rab9 prom act: Rab9 promoter activation. 2.8% of 320,000 active. Huh7 Rab9 promoter-luciferase reporter, luminescence, 24 h. AID 485297. Potency, µM (top dose mostly 9.22 µM), for inactives: at the top dose activation, negative = inhibition, actives largely listed as activators; also: potency is read from the fitted curve at half-maximal effect; % of control where 0% means no effect; nearly all actives have a fitted effect of over 60% in size
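Steps: seed 1500 Huh7 Rab9-luc cells per well, rest 2 h at 37 °C; add compound in DMSO; incubate 24 h; add luciferase reagent, 10 min ambient; read luminescence.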
Gal4-VP16 FLuc: Gal4-VP16 reporter inhibition counter-screen; Potency, µM (top dose mostly 53.6 µM), for the others: at the top dose activity, negative = inhibition, hits mostly inhibitors; AID 2546; 3.5% of 310,000 active; Drosophila S2 Gal4-VP16 UAS-luciferase, luminescence, 20 h;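 also: Gal4-VP16 expression switched on by copper sulfate through the metallothionein promoter; potency is read from the fitted curve at half-maximal effect; % is scaled to controls: 0 for no effect and ±100 for the full control effect; nearly all actives have a fitted effect of over 50% in size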
BRCA1 expr up: activators of BRCA1 expression; Potency, µM (top dose mostly 46.1 µM), for the others: at the top dose activation, hits mostly activators; AID 624202; 1.1% of 380,000 active; MCF7-BRCA1-FFLuc reporter, luminescence, 48 h; response scale: scaled: vehicle 0%, 10 µM genistein 100%; also: potency is read from the fitted curve at half-maximal effect; nearly all actives have a fitted effect of over 80% in size; some results filed as inactive show a strong effect at the top dose
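MCF7 cells carrying a BRCA1-firefly luciferase reporter (2000 cells/well, phenol-red free MEM) were attached for 2 h at 37 °C, then given compounds for 48 h. Luminescence was read 15 min after luciferase reagent; activity normalized to genistein (10 microM) and DMSO.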
p53 reactivation: re-activators of mutant p53; H1299 p53-A138V BP100-luciferase reporter, luminescence, 24 h; AID 504706; Potency, µM (series often up to 92.2 µM), without a hit: at the top dose activity change, positive = activation, hits mostly activators; 0.063% of 320,000 active; also: potency is read from the fitted curve at half-maximal effect; % of control where 0% means no effect; nearly all actives have a fitted effect of over 45% in size
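p53-null H1299 cells stably carrying temperature-sensitive p53-A138V and a BP100-luciferase reporter were pinned with compounds (4-point, 1:5 series) and held 24 hrs at 37 deg C. Luminescence was read 10 min after detection reagent.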
Menin MLL FP TR: inhibitors of human menin-MLL interaction, mutant MLL peptide. O00255. Menin + Texas Red MLL mutant peptide, fluorescence polarization. Potency, µM (top dose mostly 61.6 µM), for inactives: at the top dose FP activity change, negative = inhibition, most hits filed as inhibitors. 0.23% of 270,000 active. AID 1768; active = well fitted inhibition curve with a large enough effect in the polarisation, with a control signal flat, not every such curve was filed as active; inconclusive = small, poorly fitted or top-dose-only effect, or effect the other way, or a change in a side signal; inactive = no such curve, though single readings can be large or run the other way; the % refers to the polarisation; also: potency is read from the fitted curve at half-maximal effect; % of control where 0% means no effect; many of its hits are not listed in these tables
ELG1 genotoxic: genotoxicity induction in ELG1-luciferase HEK293T cells; HEK293T ELG1-luciferase reporter, luminescence, 16 h; Potency, µM (top dose mostly 46 µM), inactives show at the top dose activity change, positive = activation, actives largely listed as activators; 1.3% of 330,000 active; AID 504466; also: potency is read from the fitted curve at half-maximal effect; % of control where 0% means no effect; nearly all actives have a fitted effect of over 60% in size
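After overnight (16 hr) compound treatment at 37 °C, ELG1-luciferase HEK293T cells were lysed with ONE-Glo; luminescence quantified 30 min later at room temperature.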
NPC1 promoter act: NPC1 promoter activation. 2.4% of 320,000 active. Huh7 NPC1 promoter luciferase reporter, 24 h. Potency, µM (top dose mostly 9.22 µM), for the others: top-dose activation, hits mostly activators;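 also: potency is read from the fitted curve at half-maximal effect; % of control where 0% means no effect; nearly all actives have a fitted effect of over 60% in size; reporter is driven by a mutant NPC1 promoter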
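Compounds in DMSO were transferred onto Huh7 NPC1-luciferase reporter cells pre-incubated 2 h; after 24 h at 37 °C, Amplite reagent was dispensed and luminescence recorded 10 min later.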
RORgamma inh: ROR gamma (mouse) transcription inhibition; 5.4% of 310,000 active; AID 2551; Potency, µM (top dose mostly 53.6 µM), without a hit: top-dose activity change, negative = inhibition, hits mostly inhibitors; Drosophila S2 Gal4-RORgamma UAS-luciferase reporter, 20 h; also: potency is read from the fitted curve at half-maximal effect; % is scaled to controls: 0 for no effect and ±100 for the full control effect; nearly all actives have a fitted effect of over 60% in size
Target sequence (P51450 whole entry, looked up, the tested form may be a part): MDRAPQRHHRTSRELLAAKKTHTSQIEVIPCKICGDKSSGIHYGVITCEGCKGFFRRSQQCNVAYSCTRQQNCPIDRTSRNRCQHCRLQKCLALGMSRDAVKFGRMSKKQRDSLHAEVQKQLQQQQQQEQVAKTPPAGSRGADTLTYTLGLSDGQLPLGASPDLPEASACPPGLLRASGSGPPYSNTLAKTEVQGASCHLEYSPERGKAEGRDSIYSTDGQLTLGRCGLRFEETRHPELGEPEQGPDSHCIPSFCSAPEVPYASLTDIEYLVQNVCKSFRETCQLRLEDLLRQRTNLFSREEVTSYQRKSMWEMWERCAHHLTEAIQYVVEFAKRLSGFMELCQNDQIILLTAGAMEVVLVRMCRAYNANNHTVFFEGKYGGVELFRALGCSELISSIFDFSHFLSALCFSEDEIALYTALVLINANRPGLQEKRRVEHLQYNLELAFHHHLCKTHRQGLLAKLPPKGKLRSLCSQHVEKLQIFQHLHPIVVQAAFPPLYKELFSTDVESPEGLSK
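Using a luciferase readout, inhibitors were identified by reduced reporter activity in Drosophila cells coexpressing a copper-inducible Gal4–ROR gamma fusion and UAS-driven Photinus luciferase, incubated 20 hr after 700 uM copper sulfate.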
PKM2 act: increases activity of human pyruvate kinase M2; P14618; purified PKM2, Kinase-Glo ATP luminescence, activation; response scale: 0% is enzyme alone, no compound; Potency, µM (titrated, usually from 57.5 µM), for inactives: top-dose activation, hits mostly activators; 0.34% of 260,000 active; also: potency is read from the fitted curve at half-maximal effect; % is scaled to controls: 0 for no effect and ±100 for the full control effect; nearly all actives have a fitted effect of over 55% in size
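Purified hPK-M2 (>95% pure) converted ADP (0.1 mM final) to ATP with 0.5 mM PEP in 50 mM imidazole pH7.2, KCl, MgCl2, Tween 20, BSA; 1 h at room temperature. ATP detected by Kinase-Glo luminescence.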
FLuc counter: counter-screen for miR-21 project: firefly luciferase inhibitors or activators | purified FLuc, Km substrates, luminescence inhibition | Potency, µM (highest dose often 57.5 µM), for inactives: at the highest dose activity change, negative = inhibition, hits mostly inhibitors | 6.9% of 360,000 active;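 also: potency is read from the fitted curve at half-maximal effect; plate controls were vehicle for no effect and reference inhibitor for full effect; nearly all actives have a fitted effect of over 55% in size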
Target sequence (P08659 whole entry, looked up): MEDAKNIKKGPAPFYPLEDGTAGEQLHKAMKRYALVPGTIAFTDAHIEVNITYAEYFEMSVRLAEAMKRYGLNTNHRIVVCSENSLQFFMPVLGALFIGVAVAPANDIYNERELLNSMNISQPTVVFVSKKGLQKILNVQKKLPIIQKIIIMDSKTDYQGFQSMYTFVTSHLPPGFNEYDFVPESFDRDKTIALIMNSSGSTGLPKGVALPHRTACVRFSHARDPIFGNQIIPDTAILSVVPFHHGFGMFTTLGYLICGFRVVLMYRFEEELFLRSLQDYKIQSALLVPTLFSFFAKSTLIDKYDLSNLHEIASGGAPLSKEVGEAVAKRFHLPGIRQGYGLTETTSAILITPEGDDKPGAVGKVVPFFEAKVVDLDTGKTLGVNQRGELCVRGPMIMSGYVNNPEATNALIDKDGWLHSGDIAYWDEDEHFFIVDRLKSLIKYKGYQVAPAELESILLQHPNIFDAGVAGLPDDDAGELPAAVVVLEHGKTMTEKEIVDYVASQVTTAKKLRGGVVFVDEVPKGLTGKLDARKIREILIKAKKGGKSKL
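Purified P. pyralis luciferase, 10 nM final, with Km-level 10 uM D-luciferin and 10 uM ATP in 50 mM Tris acetate pH 7.5, 10 mM Mg acetate, 0.01% Tween-20, 0.05% BSA; 6-point qHTS titration about 60 µM downward; luminescence read.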
An asterisk follows results filed as active; ? = inconclusive; nt = not tested or not shown; [ ] = dose if it differs, or a comment. Unless noted, calls follow the shape of the dose curve; as a rule, active = well fitted curve in the direction sought with a large enough effect; inconclusive = small, poorly fitted or top-dose-only effect, or another doubt; inactive = no such curve, though single readings can be large; an effect the other way counts as inactive or inconclusive. A portion of the library; count on the stated rates, not on these rows.

SMILES	Giardia kill	Rab9 prom act	Gal4-VP16 FLuc	BRCA1 expr up	p53 reactivation	Menin MLL FP TR	ELG1 genotoxic	NPC1 promoter act	RORgamma inh	PKM2 act	FLuc counter
c1ccc(Nc2cccc3ccccc23)cc1	-5	nt	-2%	26%	11%	nt	4%	nt	18%	nt	nt
COc1ccc(S(=O)(=O)CCc2nnc(NC(=O)c3cccs3)s2)cc1	-2	4%	5%	2%	21%	1%	3%	-2%	3%	0%	0%
COc1cc(/C=C(/NC(=O)c2ccccc2)C(=O)N2CCOCC2)c([N+](=O)[O-])cc1OC	-2	7%	-5%	-8%	-8%	-6%	13%	0%	10%	4%	0%
N#CCSc1ccc(-c2nc3ccccc3[nH]2)cn1	-6	?	-1%	?	9%	3%	?	?	23%	-29%	12µM*
O=C(Cc1cn2ccsc2n1)Nc1nc2c(s1)CCCC2	5	6%	18%	16%	6%	0%	12%	8%	?	-13%	-16%
CN(Cc1ccccn1)C(=O)C1CCC(=O)N(Cc2cccc(F)c2)C1 (configuration not stated)	12	-4%	-1%	-9%	12%	nt	1%	-8%	1%	nt	1%
O=C1CN(C(=O)/C=C/c2cccc(Cl)c2)c2ccccc2N1	-7	-3%	12%	0%	-4%	-9%	5%	-3%	0%	3%	-10%
CC(C)c1ccc(NC(=O)COC(=O)c2c[nH]c(=O)[nH]c2=O)cc1	10	0%	23%	41%	6%	-2%	5%	11%	?	-1%	-18%
O=C(NCCc1ccc(F)cc1)C1CCCO1 (configuration not stated)	22	-5%	23%	-14%	nt	14%	1%	3%	6%	0%	-1%
O=C(c1ccco1)N1CCN(C(=O)c2cnn(-c3ccc(Cl)cc3)c2C2CCNCC2)CC1	-5	4%	9%	8%	9%	2%	0%	0%	4%	nt	3%
C(=N\n1cnnc1)/c1ccccn1	-8	-2%	?	1%	5%	23%	1%	-3%	-36%	?	1%
Cc1ccc(OC(=O)c2ccc(N3CCOCC3)c([N+](=O)[O-])c2)cc1	9	-1%	0%	1%	1%	5%	-5%	2%	34%	-3%	?
O=C(c1nn(Cc2ccccc2)c(=O)c2ccccc12)N1CCc2ccccc2C1	?	1%	-10%	-46%	5%	1%	0%	0%	21%	1%	-3%
CCOc1ccc(CNCCCSc2ncccn2)cc1OC	17	6%	2%	0%	nt	-17%	0%	0%	-18%	-1%	3%
COc1ccc(CCNc2nnc(C)c(=O)[nH]2)cc1OC	16	1%	-1%	8%	2%	0%	-1%	-2%	-19%	-2%	-1%

Arranged by value in RORgamma inh (falling): 4 from the list above.
mol	p53 reactivation	Menin MLL FP TR	NPC1 promoter act	RORgamma inh	PKM2 act
O=C(c1nn(Cc2ccccc2)c(=O)c2ccccc12)N1CCc2ccccc2C1	5%	1%	0%	21%	1%
COc1cc(/C=C(/NC(=O)c2ccccc2)C(=O)N2CCOCC2)c([N+](=O)[O-])cc1OC	-8%	-6%	0%	10%	4%
O=C1CN(C(=O)/C=C/c2cccc(Cl)c2)c2ccccc2N1	-4%	-9%	-3%	0%	3%
C(=N\n1cnnc1)/c1ccccn1	5%	23%	-3%	-36%	?

The listing picks up, repeating the 3 entries before the break.
SMILES	Giardia kill	Rab9 prom act	Gal4-VP16 FLuc	BRCA1 expr up	p53 reactivation	Menin MLL FP TR	ELG1 genotoxic	NPC1 promoter act	RORgamma inh	PKM2 act	FLuc counter
O=C(c1nn(Cc2ccccc2)c(=O)c2ccccc12)N1CCc2ccccc2C1	?	1%	-10%	-46%	5%	1%	0%	0%	21%	1%	-3%
CCOc1ccc(CNCCCSc2ncccn2)cc1OC	17	6%	2%	0%	nt	-17%	0%	0%	-18%	-1%	3%
COc1ccc(CCNc2nnc(C)c(=O)[nH]2)cc1OC	16	1%	-1%	8%	2%	0%	-1%	-2%	-19%	-2%	-1%
Cc1ccc(SCC(=O)N2CCc3ccccc32)cc1	-14	?	-15%	?	?	0%	?	19%	-14%	3%	9.5µM*
NC(=O)C1CCCN(C(=S)Nc2ccccc2)C1 (configuration not stated)	7	2%	-12%	-6%	1%	-13%	0%	-3%	5%	-7%	0%
Cc1c(C(=O)NCCCc2ccccc2)cccc1[N+](=O)[O-]	9	1%	?	-7%	-1%	4%	0%	-2%	?	-4%	4%
OC1(c2ccccn2)COc2ccccc2O1 (configuration not stated)	4	1%	?	-9%	3%	nt	-2%	11%	?	-8%	-6%
FC(F)(F)Oc1ccc(Nc2nc(N3CCOCC3)nc(N3CCOCC3)n2)cc1	-3	-2%	-2%	1%	2%	nt	1%	-9%	6%	nt	0%
CCOC(=O)Cc1csc(NC(=O)Cc2ccccc2[N+](=O)[O-])n1	-5	16%	12%	67%	2%	20%	-2%	5%	25%	-11%	-9%
O=S(=O)(Nc1ccon1)c1cc(Cl)ccc1Cl	2	12%	1%	-4%	-21%	nt	1%	1%	-6%	5%	0%
CC(NC(=O)Cc1ccsc1)c1ccc(Cl)cc1Cl (configuration not stated)	4	-3%	-13%	4%	-2%	-8%	-4%	-1%	25%	nt	-1%
O=C(Nc1ccccc1)C1=C[C@@H](C2CC2)C[C@@H](OCc2ccc(CO)cc2)O1	-19	18%	0%	3%	2%	-1%	10%	11%	12%	-1%	11µM*
CCn1c(=O)c2c(nc(SCc3ccccn3)n2C)n(C)c1=O	-2	4%	-3%	-23%	4%	2%	1%	5%	-2%	?	1%
CCOCCn1c(SC(C)C(C)=O)nc2c1c(=O)[nH]c(=O)n2C (configuration not stated)	-21	-4%	-5%	7%	-2%	nt	6%	1%	7%	-1%	0%
CCC(Cc1ccccc1)NC(=O)CSc1ccsc1[N+](=O)[O-] (configuration not stated)	?	-12%	9%	1%	?	nt	-7%	-2%	3%	-1%	0%
CC(=O)c1c(C(C)=O)c(C)n(-c2nc(-c3ccc(C)c(C)c3)c(C)s2)c1C	-2	-3%	?	2%	-11%	-17%	-6%	-5%	?	2%	0%
COc1cc(CN(C)CC2CCCN(CCc3cccc(C(F)(F)F)c3)C2)ccc1O (configuration not stated)	12	-3%	-1%	-24%	12%	-8%	-7%	-5%	-7%	-4%	-1%
Cc1noc(C)c1S(=O)(=O)NCc1ccc(CN(C)C)cc1	-20	2%	nt	3%	2%	nt	1%	-4%	nt	nt	-1%
O=C(O)c1ccc(-c2nc(-c3ccc(Cl)cc3Cl)cs2)cc1	-1	1.4µM*	-17%	?	21%	6%	?	1.6µM*	4%	0%	8.5µM*
COc1ccc(C2c3sc(=O)[nH]c3SC3C4CCC(C4)C23)cc1 (configuration not stated)	2	-3%	-2%[0.365 µM]	5%	-3%	6%	-1%	-1%	5%	0%	1%
COc1ccc(C(OC(=O)c2ccco2)C(=O)NCC2CCCO2)cc1 (configuration not stated)	8	1%	0%	-2%	-6%	3%	-5%	-5%	2%	4%	4%
COC(=O)c1nn(-c2ccccc2)c(Cl)c1/C=N/OC(=O)c1ccc(Cl)c(Cl)c1	-4	2%	6%	18%	5%	15%	-5%	-2%	-8%	17%	3%
CCCCC(=O)NS(=O)(=O)c1ccc(NS(C)(=O)=O)cc1	8	-7%	-10%	-4%	-2%	-7%	-2%	-1%	7%	0%	0%
O=C(C(c1ccccc1)c1ccccc1)N1CCN(CC(O)COc2ccccc2)CC1 (configuration not stated)	-9	4%	-10%	-23%	-4%	?	-3%	-1%	-15%	-2%	2%
O=C(CCS(=O)(=O)Cc1ccccc1)NC1CCCCC1	-11	-1%	4%	-9%	-3%	3%	0%	-1%	-10%	-1%	3%
COC(=O)c1[nH]c2ccc(F)cc2c1NC(=O)Nc1ccc(OC)cc1	4	-4%	-1%	-22%	4%	-2%	?	2%	-1%	-1%	-11%
O=C1CC(Nc2ccc(N3CCOCC3)cc2)C(=O)N1c1cccc(C(F)(F)F)c1 (configuration not stated)	5	1%	-6%	0%	-7%	?	-3%	-1%	-3%	4%	0%

Molecules from the list above that contain a furan ring, fused or not, in the order listed:
SMILES	Giardia kill	Rab9 prom act	Gal4-VP16 FLuc	BRCA1 expr up	p53 reactivation	Menin MLL FP TR	ELG1 genotoxic	NPC1 promoter act	RORgamma inh	PKM2 act	FLuc counter
O=C(c1ccco1)N1CCN(C(=O)c2cnn(-c3ccc(Cl)cc3)c2C2CCNCC2)CC1	-5	4%	9%	8%	9%	2%	0%	0%	4%	nt	3%
COc1ccc(C(OC(=O)c2ccco2)C(=O)NCC2CCCO2)cc1 (configuration not stated)	8	1%	0%	-2%	-6%	3%	-5%	-5%	2%	4%	4%

Screening data: PubChem, National Center for Advancing Translational Sciences (NCATS)
